S1P4 ag: human S1P4 receptor agonism; O95977; S1P4-expressing cell line, agonist reporter assay; activation, % at 4.98 µM; actives 0.35% (n = 220,000); in the data active means activation above about 11%;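 further: 0% = DMSO vehicle and 100% = reference agonist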
BaF3 parental: counter-screen for JAK2V617F inhibitors: parental Ba/F3 viability inhibitors | CellTiter-Glo ATP luminescence | inhibition, % at 5.6 µM | actives 1.1% (n = 220,000);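 active means inhibition above a per-campaign cutoff, the mean inhibition of all tested compounds plus 3 SD, cut at about 27% in these data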;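 further: 0% = DMSO wells and 100% = JAK Inhibitor I control wells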
PERK inh: inhibitors of human PERK kinase; Q9NZJ5; actives 0.17% (n = 220,000); inhibition, % at 5.6 µM; CHO PERK-DD fusion, SEAP luminescence translation reporter;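 active means inhibition above the mean inhibition of all tested compounds plus 3 SD, set separately per screening campaign, cut at about 2.9% in these data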;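 further: PERK kinase domain activated by AP20187 dimerizer at 100 nM; 0% = DMSO with dimerizer and 100% = rapamycin at 8.4 µM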
Target sequence (Q9NZJ5 whole entry, looked up, the tested form may be a part): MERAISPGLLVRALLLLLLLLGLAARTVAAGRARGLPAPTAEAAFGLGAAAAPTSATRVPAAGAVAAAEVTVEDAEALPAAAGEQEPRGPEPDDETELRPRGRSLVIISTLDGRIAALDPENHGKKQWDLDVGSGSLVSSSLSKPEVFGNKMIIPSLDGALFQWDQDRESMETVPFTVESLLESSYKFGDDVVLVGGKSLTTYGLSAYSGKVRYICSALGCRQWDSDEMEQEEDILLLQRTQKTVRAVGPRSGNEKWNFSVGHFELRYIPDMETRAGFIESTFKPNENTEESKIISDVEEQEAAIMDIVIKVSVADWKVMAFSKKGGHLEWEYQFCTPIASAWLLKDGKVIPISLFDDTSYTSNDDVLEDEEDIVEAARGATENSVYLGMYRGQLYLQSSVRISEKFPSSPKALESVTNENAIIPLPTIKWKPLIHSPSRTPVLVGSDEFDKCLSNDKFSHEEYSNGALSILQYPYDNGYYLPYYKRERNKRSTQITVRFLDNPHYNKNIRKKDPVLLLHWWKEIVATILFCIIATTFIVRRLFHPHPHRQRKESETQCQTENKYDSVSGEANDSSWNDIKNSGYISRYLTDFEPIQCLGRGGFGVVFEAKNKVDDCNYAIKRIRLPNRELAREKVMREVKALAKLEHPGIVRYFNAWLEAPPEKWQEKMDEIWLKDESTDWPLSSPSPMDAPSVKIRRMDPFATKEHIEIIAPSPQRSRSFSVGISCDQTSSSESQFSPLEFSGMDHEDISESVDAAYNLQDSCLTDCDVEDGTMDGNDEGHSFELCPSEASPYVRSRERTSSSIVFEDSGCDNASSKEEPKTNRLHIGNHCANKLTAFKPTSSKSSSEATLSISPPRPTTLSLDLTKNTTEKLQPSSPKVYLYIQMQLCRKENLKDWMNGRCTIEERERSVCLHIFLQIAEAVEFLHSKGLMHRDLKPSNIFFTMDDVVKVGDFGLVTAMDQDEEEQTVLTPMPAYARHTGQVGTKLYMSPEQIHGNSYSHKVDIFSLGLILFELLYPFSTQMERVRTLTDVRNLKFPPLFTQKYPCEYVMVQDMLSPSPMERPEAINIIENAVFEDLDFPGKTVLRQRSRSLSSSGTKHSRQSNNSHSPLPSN
MDM2 E3 inh: Mdm2 E3 ligase (human) inhibition; signal enhancement, % at 5 µM; actives 0.11% (n = 210,000); cell-based MDM2 ubiquitination luciferase reporter, 2 h; 0 = plate control, 100 = twice control, blank-subtracted; Q00987;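 active means signal enhancement of 30% or more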;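 further: luminescence tracks abundance of the self-degrading MDM2-luciferase fusion protein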
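Assay system: stable mammalian line carrying autodegrading MDM2–luciferase fusion reporter; amount: 2000 cells seeded into each well; buffer or medium: DMEM; benchmarks: plate control and blank wells; signal: luciferase luminescence; timing: 2 h compound exposure at 37 °C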
S1P4 antagonist: human S1P4 receptor antagonism. actives 0.26% (n = 220,000). inhibition, % at 4.98 µM. S1P4-expressing cells, antagonist mode, reporter read-out; in the data active means inhibition above about 29%;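 further: 0% = wells stimulated with agonist and 100% = vehicle wells without agonist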
NPY2 pot ag: potentiates or activates human NPY-Y2 receptor; P49146; cells expressing NPY-Y2, potentiator/agonist read-out; activation, % at 3.6 µM; actives 0.45% (n = 220,000); AID 1359; in the data active means activation above about 27%;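 further: cells stimulated with NPY near EC25 plus isoproterenol at EC100; 0% = vehicle plus submaximal agonist and 100% = vehicle plus saturating agonist; some results beyond the cut were filed as inactive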
Wee1 degr inh: human Wee1 degradation inhibition, primary screen; P30291; HeLa Luc-Wee1K328M stability, luciferase luminescence; 100% = proteasome inhibitor MG132 effect; reporter increase, % at 5 µM; actives 1.2% (n = 220,000); AID 1321;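 active means activation above the mean of all tested compounds plus 3 SD, set per screening run, cut at about 8.8% in these data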;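 further: cells exposed to compound for 20 h before luminescence read; 0% = DMSO alone and 100% = MG132 at 30 µM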
eIF4E-4G inh: inhibitors of eIF4E and eIF4G interaction in translation initiation | P63073+Q04637 | AID 782 | TR-FRET eIF4E-eIF4GI(517-606) binding, 2 h | actives 0.37% (n = 220,000) | inhibition, % at 21.7 µM;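 active means inhibition above about 30%, limit read from the data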;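 further: 0% = full FRET control wells and 100% = background wells lacking eIF4GI fragment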
Ba/F3 V617F tox: lowers viability of Ba/F3 cells expressing EpoR and JAK2V617F. actives 1.1% (n = 220,000). AID 1446. inhibition, % at 5.6 µM. ATP luminescence;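 active means inhibition above the campaign mean plus 3 SD over all tested compounds, cut at about 24% in these data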;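 further: cytokine-independent growth of Ba/F3 cells driven by EpoR plus mutant JAK2; 0% = DMSO-treated cells and 100% = JAK inhibitor I control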
* marks the source's active call; other numbers are inactive results; nt = not tested or not shown; [ ] = another dose, or the depositor's remark.

SMILES | S1P4 ag | BaF3 parental | PERK inh | MDM2 E3 inh | S1P4 antagonist | NPY2 pot ag | Wee1 degr inh | eIF4E-4G inh | Ba/F3 V617F tox
COc1ccc(S(=O)(=O)NC(CC(=O)NCc2ccco2)C(C)C)cc1 (centres undefined) | -1.8 | 0 | 0.9 | 2 | 3 | 0 | -1 | 2 | -3
O=C(OC[C@@H]1CCCN2CCCC[C@H]12)c1cc2ccccc2oc1=O | -1.4 | 12 | 0.4 | -9 | -4 | 3 | -1 | 9 | 2
Cc1[nH]nc2c1C(c1c[nH]c3ccccc13)C(C#N)=C(N)O2 (centres undefined) | 0.8 | 0 | 0.7 | -5 | 4 | -9 | 2 | 2 | -2
CC1(C)CC(=O)c2c(-c3cccs3)n[nH]c2C1 | -0.7 | 6 | -1.3 | -20 | -3 | -5 | 2 | 3 | 0
CC1CCCC(C)N1NC(=O)c1cccc(S(=O)(=O)N2CCc3ccccc32)c1 (centres undefined) | -1.0 | 1 | -0.7 | -27 | -2 | 0 | -2 | 0 | 2
O=C(c1ccc2c(c1)OCO2)N1CCCC1 | -0.7 | 1 | 0.7 | -20 | -10 | 6 | -2 | 4[fluorescence artefact?] | 0
CCOC(=O)c1c(-c2ccccc2)cn2c(C)cc(C)nc12 | -0.2 | 1 | -0.3 | -13 | -6 | -5 | -2 | 0 | 4
c1ccc(CN(Cc2ccccc2)c2ncnc3c2nnn3Cc2ccccc2)cc1 | 0.9 | 0 | 1.2 | -4 | -21 | 2 | 3 | 3 | -1
CC(C)C(NC(=O)c1ccccc1NC(=O)c1ccco1)C(=O)O (centres undefined) | -2.7 | 7 | 0.5 | -10 | 4 | -7 | 0 | -2 | 5
Nc1nnc(SCC(=O)NCCOc2ccccc2)s1 | 0.7 | -3 | 1.1 | nt | -1 | 15 | 0 | -5[fluorescence artefact?] | -4
COc1cc(S(=O)(=O)N2CCN(C(=O)c3ccccc3F)CC2)c(OC)cc1NC(C)=O | -2.4 | 1 | 0.6 | -17 | -6 | 2 | -1 | 0 | -3
Cc1ccc(NC(=O)N2CCc3ccccc3C2)cc1 | 0.6 | 3 | -1.4 | -18 | -1 | 9 | 3 | -2[fluorescence artefact?] | 3
COc1ccc([N+](=O)[O-])cc1NC(=O)C(C)N1CCN(C(=O)c2ccco2)CC1 (centres undefined) | 0.0 | 4 | 1.2 | -1 | -27 | -9 | -3 | 1 | 3
COc1cccc(-c2csc(N3CCN(C(=O)Nc4ccccc4Cl)CC3)n2)c1 | -0.3 | 7 | -0.5 | -3 | -16 | -15 | -1 | -7 | -4
O=C1C2C3C=CC(C2C(=O)N1c1ccccc1O)C1C2C(=O)N(c4ccccc4O)C(=O)C2C31 (centres undefined) | 0.0 | 7 | 0.2 | 0 | 6 | -6 | 8.8* | 1 | -2
O=C(CSCc1ccccc1)Nc1nccs1 | 0.2 | 3 | 1.7 | -3 | -3 | 14 | -1 | -9[fluorescence artefact?] | -2
Cc1cc(NC(=O)CSc2nnc(-c3cccnc3)n2C2CCCCC2C)no1 (centres undefined) | 4.5 | 5 | -0.3 | -17 | -5 | 11 | 3 | 1 | 1
CC(=O)Nc1ccc(/C=C(\C#N)C(=O)NC2CCCCC2C)cc1 (centres undefined) | 1.7 | 0 | 1.6 | 1 | 6 | -14 | 5 | 2 | -3
CCCc1cc(=O)[nH]c(SCC(=O)NCCCC(=O)OCC)n1 | -0.1 | 0 | 0.7 | -9 | -5 | -17 | 8 | 7[fluorescence artefact?] | -2
CCOC(=O)C1=C(C)NC(=O)NC1c1ccc(OCC(=O)OC)c(OC)c1 (centres undefined) | 1.2 | 12 | 0.9 | -4 | -7 | 4 | -2 | 1 | 0
CCCOc1ccc(-c2nc(N)n[nH]2)cc1 | 1.1 | 3 | 0.9 | -61 | 6 | -11 | -2 | -2 | 5
CCOP(=O)(c1ccccc1)C(O)c1ccccc1 (centres undefined) | 0.0 | 9 | 0.7 | 1 | -11 | 9 | 0 | 2[fluorescence artefact?] | 2
COc1cc2c(=O)n(CC3CCCO3)c(=O)n(CC(=O)Nc3cccc(Cl)c3)c2cc1OC (centres undefined) | 0.9 | 6 | -1.0 | -20 | 9 | 9 | 3 | 2 | 0
COC(=O)c1sccc1NC(=O)CC1C(=O)NCCN1C(=O)c1ccc(C)c(C)c1 (centres undefined) | -0.7 | 3 | -0.2 | -6 | 15 | 2 | -3 | 0 | -1
O=C(NNc1ccc(Cl)nn1)c1ccc(Cl)cc1 | 1.7 | 7 | 0.2 | 19 | -5 | 3 | 3 | 3 | 3
Continued:
SMILES | S1P4 ag | BaF3 parental | PERK inh | MDM2 E3 inh | S1P4 antagonist | NPY2 pot ag | Wee1 degr inh | eIF4E-4G inh | Ba/F3 V617F tox
CCOc1cc(/C=N/NC(=O)C(C)Sc2ccccn2)ccc1O (centres undefined) | 0.4 | 8 | 0.9 | -15 | -4 | -5 | -1 | 3[fluorescence artefact?] | 4
CN1CCOCCOCCN(C)C(=O)N2CCOCCOCCN(CCOCC2)C1=O | 0.5 | 3 | 3.6* | -3 | 1 | -7 | -1 | nt | 0
COc1cccc(C(C(=O)Nc2ccc(F)cc2)N(C(=O)Cn2nnc3ccccc32)C2CC2)c1 (centres undefined) | -0.3 | 12 | -0.1 | 10 | -4 | -10 | 0 | -1 | 0
COc1cccc2cc(C(=O)C3=C(O)C(=O)N(CCN4CCOCC4)C3c3cccs3)oc12 (centres undefined) | 0.7 | 6 | -0.6 | -7 | -7 | 3 | 4 | nt | 4
Nc1nc(Cl)cc(Sc2ccc(F)cc2)n1 | -0.8 | 1 | 0.0 | -15 | -7 | -10 | -1 | -11 | -4
N#CC(C(=O)NC1CCCCC1)=C1CCCCCC1 | 1.4 | 6 | -0.2 | -22 | 14 | -8 | -4 | -4 | -4
O=c1cc(O)nc(-c2ccc(Cl)cc2)s1 | 0.8 | 1 | 1.4 | -4 | 1 | 5 | -3 | -4 | -4
CCCCc1nc(NCCNC(=O)c2ccccc2)c(C#N)c2c1CSC(C)(C)C2 | -0.4 | 6 | -2.4 | -11 | 5 | 6 | -1 | -15[fluorescence artefact?] | 0
O=C(N/N=C\c1ccco1)c1cncc(Br)c1 | -0.1 | 0 | 1.3 | -23 | -7 | 11 | -2 | 4[fluorescence artefact?] | -6
CCOc1ccc(C(=O)C(CCC(CN(C)C)C(=O)c2ccc(OCC)cc2)CN(C)C)cc1 (centres undefined) | -2.7 | 40* | -0.7 | -18 | 43* | -20 | -2 | -7 | 101*
Cn1c(Cn2c(=O)sc3ccccc32)nnc1SCC(=O)Nc1ccccc1 | 0.0 | 3 | 0.8 | -7 | -11 | 6 | -1 | 1 | -2
C=CCSc1n[nH]c(-c2ccc(OCCCC)cc2)n1 | 0.3 | 7 | -0.3 | -12 | -4 | 18 | 1 | -13 | 2
C/C(=N\NC(N)=S)c1ccc(Cl)s1 | 1.6 | 0 | 0.6 | 2 | 2 | 5 | 4 | 12 | -1
CCOc1ccc(-c2nn(-c3ccccc3)cc2/C=C2\SC(=S)N(Cc3ccco3)C2=O)cc1 | 0.8 | 4 | 0.9 | -9 | -11 | 0 | 6 | 0 | -3
COc1cc(C)c(/C=C(\C#N)C(=O)Nc2cccc(C)c2)cc1C(C)C | 0.1 | 4 | 1.1 | -10 | -14 | 0 | 0 | -3 | -4
CCC(C)(C)NC(=O)C(c1ccc(C)cc1)N(Cc1cccs1)C(=O)c1ccc2c(c1)OCCO2 (centres undefined) | 2.1 | 0 | 0.0 | -10 | 0 | -16 | 0 | -4 | -1
COc1ccc2c(c1OC)C(=O)N1c3ccccc3SC21 (centres undefined) | -0.2 | 2 | 0.5 | -15 | -12 | -3 | 4 | 3 | -2
Cc1noc(C)c1CSc1nnc2scc(-c3ccc(Cl)cc3)n12 | 0.9 | 8 | -0.3 | -7 | -23 | 3 | 1 | -2 | 2
O=C(Oc1cccnc1)c1ccc([N+](=O)[O-])cc1Cl | 2.0 | 7 | 0.7 | -6 | -18 | -6 | 4 | 5 | -2
Nc1nc(Nc2cccc(Cl)c2)nc(NCCO)c1[N+](=O)[O-] | 0.3 | -4 | -0.3 | -16 | 4 | 6 | -1 | 0 | -4
O=C(COc1ccc(Cl)cc1Cl)NCCSc1ccc(Cl)cc1 | 2.9 | 2 | 0.6 | -7 | -1 | -33 | -1 | -1 | 0
CCN(CC(=O)NCc1cccs1)S(=O)(=O)c1ccc(C(C)C)cc1 | -0.7 | 8 | -0.3 | -1 | -19 | -17 | 0 | -1[fluorescence artefact?] | 1
COc1ccc(CCNC(=O)CN(C)S(=O)(=O)c2cccc3nsnc23)cc1OC | 1.0 | 8 | -1.2 | -8 | -22 | -5 | -3 | -10 | 2
CC(=O)Nc1ccc(N(C(=O)c2ccco2)C(C(=O)NC2CCCC2)c2cccs2)cc1 (centres undefined) | 0.3 | 0 | 0.4 | -6 | 3 | 6 | -1 | 1 | -5
CC1=CC(C)(C)Nc2ccc(OC(=O)c3cccnc3)cc21 | 0.0 | 90* | 0.0 | -27 | 26 | -4 | -3 | 6 | 41*

Only Ba/F3 V617F tox (four entries from above):
| Compound | Ba/F3 V617F tox |
| --- | --- |
| O=C(N/N=C\c1ccco1)c1cncc(Br)c1 | -6 |
| CN1CCOCCOCCN(C)C(=O)N2CCOCCOCCN(CCOCC2)C1=O | 0 |
| Cn1c(Cn2c(=O)sc3ccccc32)nnc1SCC(=O)Nc1ccccc1 | -2 |
| COc1ccc(CCNC(=O)CN(C)S(=O)(=O)c2cccc3nsnc23)cc1OC | 2 |

Continuation.
SMILES | S1P4 ag | BaF3 parental | PERK inh | MDM2 E3 inh | S1P4 antagonist | NPY2 pot ag | Wee1 degr inh | eIF4E-4G inh | Ba/F3 V617F tox
N=c1sccn1CC(=O)Nc1ccc(S(=O)(=O)N2CCOCC2)cc1 | -0.6 | 4 | 0.4 | -30 | -5 | -5 | -1 | 1 | 0
O=C(NCc1ccc2c(c1)OCO2)C1CC(c2cccc(Br)c2)=NO1 (centres undefined) | -2.6 | 4 | 0.0 | -15 | -11 | -14 | 1 | -5 | -1
COc1cc(C(N)=O)cc(Br)c1OC | 3.7 | 5 | 0.5 | 1 | 4 | -18 | -2 | -16[fluorescence artefact?] | 4
COc1cc(NC(=O)c2c(F)cccc2F)nc(OC)n1 | 1.0 | 1 | 1.5 | -1 | -14 | -1 | 2 | 2[fluorescence artefact?] | -4
N#C/C(=C\c1cn(CC(=O)N2CCCC2)c2ccccc12)C(=O)NCc1ccc2c(c1)OCO2 | -0.4 | 7 | 0.6 | nt | -9 | -12 | -1 | -2[fluorescence artefact?] | 0
Cc1ccc(OCc2nnc(SCC(=O)c3ccccc3)n2-c2ccccc2)cc1 | 1.0 | 6 | -0.5 | -2 | -24 | -9 | -2 | -3[fluorescence artefact?] | -2
CS(=O)(=O)N(CC(=O)NCc1ccc2c(c1)OCO2)c1cccc(Cl)c1 | 0.3 | 4 | -0.8 | -25 | -10 | -11 | -2 | -1 | 7
COc1cc(/C=C(\C#N)c2ccccn2)ccc1OCC(=O)Nc1cccc(C(F)(F)F)c1 | -0.4 | 5 | 0.8 | 5 | -9 | -22 | -2 | -4 | 2
COc1ccc(OC)c(NC(=O)C2COc3ccccc3O2)c1 (centres undefined) | -2.5 | 5 | -0.6 | -5 | 16 | -9 | 0 | 4 | 4

Source: PubChem (several laboratories)

No enrichment for hits; overall some 4.1% were active at least once.
